Screening data deposited in PubChem BioAssay by NCI.
All columns: NCI-60 one-dose screen, growth in % after 48 h at 10 µM unless noted; 100 = growth as untreated, 0 = no growth, -100 = all killed.
U251 – U251 CNS tumor cells; actives 5.4% (n = 80,000); AID 1794753
DU-145 – DU-145 prostate cancer. actives 4.2% (n = 81,000). AID 1794760
PC-3 – PC-3 prostate cancer cells; actives 3.9% (n = 80,000); AID 1794754
SF-539 – SF-539 CNS cancer; actives 6.8% (n = 81,000); AID 1794752
SNB-19 – SNB-19 CNS cancer cells. actives 2.5% (n = 81,000)
SF-268 – SF-268 CNS cancer cells; actives 3.1% (n = 82,000); AID 1794759
SF-295 – SF-295 CNS cancer cells | actives 5.6% (n = 79,000)
OVCAR-8 – OVCAR-8 ovarian cancer; AID 1794782; actives 4.4% (n = 81,000)
An asterisk follows results filed as active; x = no result given; & = joins results of further samples. How the source made its calls: active means growth percent below 10; inactive means the rest.

The opening four records (preview)
Compound	U251	DU-145	PC-3	SF-539	SNB-19	SF-268	SF-295	OVCAR-8
NC(=O)c1cccc(-n2ccc3cc(NC(=O)Nc4ccc(F)c(C(F)(F)F)c4)ccc32)n1	45.4	71.7	54.9	37.0	57.3	55.2	34.6	60.2
CCCCCC(=O)OC(C)COc1ccccc1 (stereo unspecified)	95.5	95.5	99.1	x	100.4	93.1	103.9	104.0
CN1CCCCC1CCN1c2ccccc2Sc2ccc(Cl)cc21 (stereo unspecified)	x	67.0	59.5	90.9	97.0	65.8	76.6	63.0
COc1cc(C=NC2CCCCC2)ccc1O	101.6	111.3	90.5	103.0	95.5	99.2	97.2	96.7

All compounds of this part, from the first entry:
Compound	U251	DU-145	PC-3	SF-539	SNB-19	SF-268	SF-295	OVCAR-8
NC(=O)c1cccc(-n2ccc3cc(NC(=O)Nc4ccc(F)c(C(F)(F)F)c4)ccc32)n1	45.4	71.7	54.9	37.0	57.3	55.2	34.6	60.2
CCCCCC(=O)OC(C)COc1ccccc1 (stereo unspecified)	95.5	95.5	99.1	x	100.4	93.1	103.9	104.0
CN1CCCCC1CCN1c2ccccc2Sc2ccc(Cl)cc21 (stereo unspecified)	x	67.0	59.5	90.9	97.0	65.8	76.6	63.0
COc1cc(C=NC2CCCCC2)ccc1O	101.6	111.3	90.5	103.0	95.5	99.2	97.2	96.7
COc1cc(/C=N/NC(=O)CSc2nc3ccccc3c(=O)n2CCc2ccccn2)cc(OC)c1OC	103.2	104.2	94.9	88.3	102.9	91.3	113.2	93.2
CCN(CC)S(=O)(=O)c1ccc(S(=O)(=O)N2CCC[C@@H](C(=O)OC3CC3)C2)cc1	86.7	91.9	79.2	97.4	74.3	83.4	62.4	76.4
COc1ccc(NC(=O)Nc2ccc(OCC(=O)N=Nc3c(O)[nH]c4ccc([N+](=O)[O-])cc34)cc2)cc1	25.0	91.0	81.9	73.3	40.4	63.7	100.3	37.1
Nc1cc(Nc2ccccc2)nc(N)n1	101.3	105.4	92.2	97.5	98.8	104.6	100.2	105.2
NC(N)=N/N=C/c1ccc([N+](=O)[O-])o1	80.8	91.5	90.0	104.2	99.9	90.3	93.4	79.7
Cc1cc(Nc2c3ccccc3nc3ccccc23)ccc1NS(C)(=O)=O	27.1	29.3	33.2	15.0	58.0	37.5	34.4	x
CCOC(=O)C(C(=O)OCC)C(c1ccccc1)N1CCN(c2ccccc2)CC1 (stereo unspecified)	98.0&105.4	109.0&126.8	108.6&110.1	118.1&111.1	110.3&99.4	100.0&110.3	104.9&108.1	90.3&100.9
Cc1ccccc1Cn1cc(CSc2nc3ccccc3o2)nn1	103.9	107.8	104.5	97.9	103.2	95.9	102.8	108.5
CCCC1=C(C(=O)OCC)C(c2cccc(C#N)c2)C(C(=O)OC)=C(C)N1 (stereo unspecified)	98.4	109.9	76.8	101.9	96.6	98.5	98.4	102.1
C/C(=C(/c1ccccc1)c1ccc(N2C(=O)c3cccc4c(NC5CCCCC5)ccc(c34)C2=O)cc1)c1ccccc1	101.1	96.1	79.9	100.2	97.0	110.4	99.2	99.6
Cc1cc(C)c(C)c(I)c1C	101.1	122.3	100.3	105.7	102.2	100.1	94.3	114.4
C[C@H]1COc2c(C3(N)CC3)c(F)cc3c(=O)c(C(=O)O)cn1c23	108.0	125.3	93.2	119.7	106.3	114.6	102.2	102.1
C1=C(c2ccc(-c3ccccc3)cc2)Nc2ccccc2S1	105.6	112.2	83.4	105.7	x	107.7	97.0	100.4
CCO/N=C(/N)c1ncn(Cc2ccccc2)c1NCC(OCC)OCC	101.1	105.3	101.7	94.9	107.4	104.0	100.9	109.3
O=C(CNS(=O)(=O)Cc1ccccc1)NNc1ccccc1	82.7	67.2	63.2	61.4	88.3	60.1	26.2	58.4
Cc1cc(NCCCNc2ccnc3cc(Cl)ccc23)nc(Nc2ccc(C(=O)N3CCCC3)cc2)n1	36.6	84.5	47.2	73.7	55.8	49.9	89.9	54.1
NNC(=O)C1CC2c3ccccc3C1c1ccccc12 (stereo unspecified)	109.8	115.2	98.5	99.0	107.1	98.7	105.1	102.3
Clc1ccc(-c2nc3ccccc3n3cccc23)cc1	105.3	102.3	79.3	96.0	95.4	92.2	90.7	92.4
COc1ccc(/C=C(\c2cc(OC)c(OC)c(OC)c2)c2nnc(-c3ccc(F)cc3)o2)cc1	103.7	104.7	85.1	107.7	101.6	98.7	x	101.7
CCOC(=O)c1nnn(-c2no[n+]([O-])c2-c2ccc(OC)cc2)c1COc1cccc2cccnc12	14.9	11.8	34.2	-3.2*	25.2	21.8	33.4	0.7*
CO/C(=C1/NC(=O)C(Cc2ccc(O)c(Br)c2)N(C)C(=O)C(C)NC(=O)CCC/C=C(\C)CCC(C)OC1=O)c1ccccc1 (stereo unspecified)	-36.8*	-17.3*	-9.1*	-52.3*	-4.4*	-43.6*	-65.3*	-14.6*
Cc1c2c(cc[n+]1Cc1ccccc1)c1ccc(OCC3CCCCC3)cc1n2CC1CCCCC1	-92.5*	-100.0*	-75.8*	-85.2*	-90.7*	-98.7*	-92.8*	-90.1*
C[C@@H]1[C@@H]2[C@H]3CC[C@@H]4[C@@]5(C)C/C(=C/c6ccco6)C(=O)C(C)(C)[C@@H]5CC[C@@]4(C)[C@]3(C)CC[C@]23CO[C@]1(C)[C@@H](C(=O)/C=C\c1ccco1)C3	95.2	109.3	72.8	102.5	90.9	100.6	108.6	100.2
Cc1c(C(=O)O)nnn1CC(N)=O	104.4	109.3	99.3	102.3	108.8	102.3	99.6	99.2
Cc1ccc(S(=O)(=O)NC(=O)n2ccc3cc(Br)cnc32)cc1	102.3	113.7	100.5	101.4	111.1	105.9	97.9	99.9
CC(=O)c1ccc(Nc2nc(SCC(C)C)nc(-c3ccc(F)cc3)c2C#N)cc1	104.2	113.1	107.8	104.8	111.5	114.3	118.5	100.7
COc1cccc(-c2nc3[nH]nc(SC)c3c(=O)[nH]2)c1	101.8	115.6	106.8	101.5	96.6	112.3	93.7	101.8
CCOC(=O)NC(C)c1ccccc1 (stereo unspecified)	96.8	102.2	96.7	101.9	109.2	101.9	101.1	96.5
NCc1cn2cc(Cl)sc2n1	93.2	113.6	92.3	x	112.4	110.9	102.5	104.5
COc1ccc2c(c1)-c1c(OC)c(OC)cc3c1C(C2)OCC3 (stereo unspecified)	95.5	117.3	78.1	93.0	95.7	94.2	102.8	92.5
COc1cccc(-c2nc3sccn3c2-c2ccnc(NCCCNS(=O)(=O)c3ccc(Cl)cc3)c2)c1	63.5	51.3	26.2	66.7	69.4	44.2	42.7	31.1
CC1=CC[C@@H]2C(C)(C)[C@@H](O)CC[C@@]2(C)[C@@H]1COc1ccc2ccc(=O)oc2c1	67.9	68.9	30.6	85.6	81.2	66.1	46.5	30.5
CC(=O)OCC1OC(OC2=C(CC=C(C)C)C(=O)c3ccccc3C2=O)C(OC(C)=O)C(OC(C)=O)C1OC(C)=O (stereo unspecified)	8.2*	57.1	-6.1*	x	61.2	22.7	63.4	53.6
O=C(O)c1cn(-c2ccc(F)cc2)c2cc(N3CCNCC3)c(F)cc2c1=O	105.1	120.3	105.0	102.9	105.1	104.5	93.1	100.2
Nc1nc2c(N=Nc3ccccc3)c(N)nn2cc1-c1nc2ccccc2s1	103.6	106.7	93.6	101.0	96.5	97.3	102.4	104.6
Cc1ccc(C(=O)c2ccccc2Cl)cc1	107.7	110.7	88.5	99.3	104.3	107.7	100.5	111.1
COc1cc(C)ccc1Oc1nc(Nc2ccc(N3CCOCC3)cc2)ncc1NCc1cc(C(F)(F)F)cc(C(F)(F)F)c1	68.7	90.6	69.1	73.1	65.0	74.6	57.3	60.0
COC(=O)c1c(-c2ccc(C(F)(F)F)cc2)nn(-c2cccc(Cl)c2)c1C(=O)OC	80.9	86.2	93.4	92.5	91.8	80.7	87.1	94.7
CCOC(=O)C(=O)C(C#N)c1ccccc1 (stereo unspecified)	94.7	124.3	89.3	96.8	x	112.3	96.0	96.3
NC(=O)c1ccc([N+](=O)[O-])o1	106.0	108.8	87.2	104.5	104.7	97.5	124.3	96.0
COc1cccc(-c2nc3sccn3c2-c2ccnc(NCCN3CCCN(C(=O)OC(C)(C)C)S3(=O)=O)n2)c1	118.6	81.7	x	120.6	126.3	87.8	80.7	82.7
COc1cc(C2=C(c3c[nH]c4ccccc34)C(=O)N(CCN3CCOCC3)C2=O)cc(OC)c1OC	93.6	105.3	77.0	92.4	97.0	87.6	79.9	92.9
O=C1N(CCCCCCO)c2ccccc2[C@]12Oc1ccccc1[C@H]1CC(c3ccc(Br)cc3)=NN12	72.3	104.9	70.9	84.1	87.5	85.8	81.7	92.8
O=[N+]([O-])c1cc(Cl)ccc1-n1cc(COc2ncnc3c2cnn3-c2ccccc2)nn1	104.5	108.0	98.6	105.7	98.0	100.1	99.2	104.2
O=c1cc(-c2ccccc2)[nH]c2c1CCCC2	27.9	21.2	28.5	3.8*	39.4	57.3	18.1	39.7
O=C(/C(=N/O)c1ccccc1)c1ccccc1	94.6	111.1	94.9	103.8	100.1	100.0	94.4	102.9

Continued:
Compound	U251	DU-145	PC-3	SF-539	SNB-19	SF-268	SF-295	OVCAR-8
C=C(CC(Cl)(Cl)Cl)c1ccc(C)cc1	98.5	107.2	102.7	107.2	103.5	106.9	100.3	112.1
CCNC(=S)Nc1cccc(C)c1	111.0	117.1	98.2	109.8	85.2	99.0	121.3	106.8
COc1ccc(C(=O)/C=C/c2cc(-c3cc(OC)c(OC)c(OC)c3)n[nH]2)cc1OC	-85.5*	1.8*	20.3	-96.2*	35.2	-20.1*	x	-4.1*
O=C1CCN(Cc2ccc(Cl)cc2Cl)C(=O)N1	x	113.5	97.5	94.6	103.4	94.3	91.0	x
COc1ccc(/C(C)=C(\c2ccc(Cl)cc2)c2ccc(OCCN3CCCC3)cc2)cc1F	19.1	49.6	30.0	3.2*	42.8	54.7	-42.9*	48.7
Cc1cccc(C(=O)OC(C)C)c1	100.6	100.9	91.3	103.9	96.8	93.1	98.7	104.0
NCCCOc1cc2ccccc2cc1C(=O)Nc1ccc(Cl)cc1OC(=O)c1cc2ccccc2cc1OCCCN	-93.6*	-97.0*	-93.0*	-89.6*	-61.5*	-80.5*	-76.2*	-77.0*
COC(=O)/C=C1/Nc2ccccc2SC1C(=O)OC (stereo unspecified)	108.1	137.9	84.2	103.4	103.9	118.5	130.8	x
COc1cc(-c2nc(-c3ccccc3)[nH]c2-c2ccnc(NCCCNS(=O)(=O)c3ccc(C)cc3)n2)ccc1Cl	69.2	76.8	38.4	84.6	84.9	69.4	48.4	57.9
CN1CCN(c2ccc(Nc3nc(NCCCNS(=O)(=O)c4ccc(C(F)(F)F)cc4)c4sccc4n3)cc2)CC1	-83.4*	-8.8*	20.7	-92.6*	17.5	-53.3*	-74.6*	-72.2*
COc1ccc(C2CC(c3ccc4ccccc4c3)=NN2c2nc(O)c(C3=c4cc(OC)ccc4=NC3=O)s2)cc1 (stereo unspecified)	-92.0*	1.3*	-71.1*	-27.9*	-14.2*	-32.5*	-59.0*	-34.6*
OC(CCl)Cc1cccc(C(F)(F)F)c1 (stereo unspecified)	109.7	107.8	103.1	95.1	108.0	97.6	93.9	112.1
Cc1[nH]n(-c2ccccc2)c(=O)c1C=Nc1ccc(Br)cc1	78.2	91.0	64.3	69.7	85.6	77.1	62.8	71.0
CC(=O)C1=C(O)C=C2Oc3c(C(=O)/C=C/c4cc(C(F)(F)F)cc(C(F)(F)F)c4)c(O)c(C)c(O)c3[C@]2(C)C1=O	-48.1*	-71.4*	-8.9*	x	-17.5*	-18.1*	-17.4*	-29.1*
O=C(CSc1nnc(-c2cnccn2)n1-c1ccccc1)c1ccccc1	77.7	108.2	90.2	98.8	92.4	108.4	103.2	99.2
C=C(C)[C@@H]1CC[C@]2(C(=O)Nc3ccccn3)CC[C@]3(C)[C@H](CC[C@@H]4[C@@]5(C)CCCNC(C)(C)[C@@H]5CC[C@]43C)[C@@H]12	10.4	34.8	17.3	34.1	25.0	39.8	44.4	12.4
CC1(C)CC[C@]2(C(=O)NCCCCCCN(CCC#N)CCC#N)CC[C@]3(C)C(=CC[C@@H]4[C@@]5(C)CCC(=O)C(C)(C)[C@@H]5CC[C@]43C)[C@@H]2C1	87.0	106.2	92.1	101.2	91.9	93.9	100.0	95.2
COc1ccc2[nH]c(=O)c3c(c2c1)OC(N)=C(C#N)C31c2cc(Br)ccc2-c2ccc(Br)cc21	96.0	93.4	92.6	95.2	94.2	98.0	97.0	105.0
O=C1Nc2ccccc2/C1=C/c1ccc(-c2cccc([N+](=O)[O-])c2)s1	96.2	115.8	105.8	103.8	100.7	104.9	110.7	97.7
NNC(=O)N(c1ccccc1)c1ccccc1	103.0	116.0	89.4	99.5	107.7	109.5	100.5	107.8
CC1=NN(c2ccccc2Cl)C(=O)/C1=C\c1cn(S(=O)(=O)c2ccc(C)cc2)c2ccccc12	102.7	114.2	x	114.0	114.1	103.7	114.2	107.7
Cc1ccc(NS(=O)(=O)c2ccc(-c3cnc(C4CC4)o3)cc2)cc1C(F)(F)F	68.5	87.1	68.1	65.5	61.0	77.5	43.6	78.5
O=C(NCC1CC1)c1cccs1	x	105.7	96.1	105.9	109.2	99.8	90.3	101.0
COc1cccc(C(=O)NNC(=O)c2ccccc2)c1	105.1	109.8	100.7	90.0	102.1	100.6	102.5	105.4
